# ERG Ets-DNA blk: ERG Ets/DNA interaction inhibition | fluorescence polarization, His-ERG Ets domain / labelled DNA | 0.028% of 370,000 active | Potency, µM (doses to about 76.9 µM), for the others: top-dose FP activity, negative = inhibition, most hits filed as inhibitors; active = well fitted inhibition curve with a large enough effect in the polarisation, with a control signal flat; inconclusive = small, poorly fitted or top-dose-only effect, or effect the other way, or a change in a side signal; inactive = no such curve, though single readings can be large or run the other way; the % refers to the polarisation;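 also: polarization taken with two DNA probes labelled with fluorescein and Texas red; potency is read from the fitted curve at half-maximal effect; % of control where 0% means no effect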
# Target sequence (P11308 whole entry, looked up, the tested form may be a part): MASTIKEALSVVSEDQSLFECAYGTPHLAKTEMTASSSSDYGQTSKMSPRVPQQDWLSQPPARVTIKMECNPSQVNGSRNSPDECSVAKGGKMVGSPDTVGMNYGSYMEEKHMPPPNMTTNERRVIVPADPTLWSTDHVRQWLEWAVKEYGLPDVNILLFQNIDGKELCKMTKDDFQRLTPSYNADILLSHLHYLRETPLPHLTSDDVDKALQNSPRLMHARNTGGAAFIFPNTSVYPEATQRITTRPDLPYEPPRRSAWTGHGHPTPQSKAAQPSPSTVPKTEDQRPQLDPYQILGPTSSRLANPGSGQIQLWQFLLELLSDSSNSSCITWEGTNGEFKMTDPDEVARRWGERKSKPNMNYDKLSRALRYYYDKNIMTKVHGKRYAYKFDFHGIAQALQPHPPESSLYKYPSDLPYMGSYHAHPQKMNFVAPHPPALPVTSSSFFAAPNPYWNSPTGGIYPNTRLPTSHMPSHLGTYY
#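 His-tagged ERG Ets domain (1 uM in the protein solution; 300mM KCl, 50mM Tris-HCl, 1mM EDTA, 1mM DTT, pH 7.5) received compound, then a probe mix of 5 nM fluorescein-DNA and 100nM Texas-615-DNA. Fluorescence polarization was read for both dyes.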
# Vif-APOBEC3G blk: inhibitors of Vif-APOBEC3G interaction; Q9HC16; HeLa A3G-eYFP + Vif (tagged APOBEC3G with the HIV-1 protein that degrades it), YFP fluorescence, overnight; Potency, µM (top dose mostly 46.1 µM), for inactives: at the top dose activity, negative = active, hits mostly inhibitors; 0.076% of 410,000 active;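 also: potency is read from the fitted curve at half-maximal effect; % is scaled to controls: 0 for no effect and ±100 for the full control effect; nearly all actives have a fitted effect of over 60% in size; hits raise eYFP signal because A3G escapes Vif-driven loss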
# Target sequence (Q9HC16 whole entry, looked up): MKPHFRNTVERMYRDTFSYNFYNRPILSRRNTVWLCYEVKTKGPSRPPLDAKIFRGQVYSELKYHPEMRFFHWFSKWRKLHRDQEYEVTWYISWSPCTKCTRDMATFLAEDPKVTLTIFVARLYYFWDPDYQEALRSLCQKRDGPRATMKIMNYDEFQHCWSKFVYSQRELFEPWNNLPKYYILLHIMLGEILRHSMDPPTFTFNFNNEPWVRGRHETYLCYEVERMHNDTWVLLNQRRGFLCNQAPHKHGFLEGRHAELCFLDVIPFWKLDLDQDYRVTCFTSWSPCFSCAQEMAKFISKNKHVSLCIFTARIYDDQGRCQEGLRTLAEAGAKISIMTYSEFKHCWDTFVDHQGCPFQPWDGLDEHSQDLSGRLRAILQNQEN
#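 HeLa cells stably expressing Vif and C-terminally eYFP-tagged A3G, seeded overnight at 37 deg C, then exposed to compound by pintool overnight at 37 deg C. Rise in yellow fluorescence (Ex 488/Em 500-530, Acumen) marks blocked Vif-driven A3G degradation.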
# LDHA block: inhibitors of human lactate dehydrogenase A. activity change, % (values are at about 110 or 230 µM). 0.15% of 480,000 active. purified LDHA, NADH/diaphorase-resazurin fluorescence; hits give low values. AID 1347041. P00338; in the data active = activity change below about -30%; inconclusive = mostly about -25% to -30%;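 also: plate controls were DMSO wells for no effect and wells without enzyme for full effect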
#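 Human LDH5 at 2 nM final in Tris HCl pH 7.4 with 0.06 mM NADH and 0.2 mM pyruvate, reacted 5 minutes at room temperature. Remaining NADH coupled via diaphorase/resazurin; resorufin fluorescence read at 0 and 20 minutes, normalized to enzyme-free and DMSO wells.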
# ALOX12 inh: blocks human arachidonate 12S-lipoxygenase; P18054; 1.1% of 580,000 active; AID 1671190; purified 12hLO, xylenol orange hydroperoxide absorbance; Potency, µM (highest dose often 108 µM), for the others: at the top dose activity change, negative = inhibition, hits mostly inhibitors; also: potency is read from the fitted curve at half-maximal effect; % is scaled to controls: 0 for no effect and ±100 for the full control effect
#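 Purified human 12hLO at 150 nM in 25 mM Hepes, 0.01% Triton X-100, pH 7.0, preincubated 15 min at room temperature with compound. Reaction started with 40 uM arachidonic acid, 30 min at room temperature. Hydroperoxide measured by Fe-xylenol orange, 573/405 nm absorbance ratio.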
# Vif-APOBEC3F blk: inhibitors of Vif-A3F interaction | HeLa A3F-eYFP + Vif (tagged APOBEC3F with the HIV-1 protein that degrades it), YFP fluorescence increase | Potency, µM (doses to about 46.1 µM), for the others: at the highest dose activity, negative = active | 0.2% of 390,000 active | AID 602313; also: potency is read from the fitted curve at half-maximal effect; % of control where 0% means no effect; nearly all actives have a fitted effect of over 65% in size
#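 HeLa cells stably expressing Vif plus C-terminally eYFP-tagged A3F were seeded, incubated overnight at 37 deg C, dosed with compound, incubated overnight again at 37 deg C. Yellow fluorescence (Ex 488/Em 500-530) reported blocked Vif-mediated A3F-eYFP degradation.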
# D2 ag: activates the human D2 dopamine receptor. P14416. HEK293 T-REx D2 cells, calcium flux agonist mode. activation, % at 2 µM. 0.53% of 340,000 active. AID 485358;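 active = activation over 3 SD above normal in the single-dose calcium agonist read, cut at about 30% in these data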; also: 0% is about no effect
#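 Tetracycline-induced HEK293 T-REx cells with force-coupled D2 receptor, plated overnight at 30 C, loaded with no-wash calcium dye. After a 10 s baseline, compound was pin-added and calcium flux read kinetically for 180 s; calcium rises flagged agonists.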
# RGS4 inhibitor: inhibitors of human regulator of G protein signaling 4. P49798. Transcreener GDP fluorescence polarization, RGS4-accelerated GTP hydrolysis. Potency, µM (series often up to 114 µM), for the others: at the highest dose activity change, negative = inhibition, actives largely listed as inhibitors. 0.039% of 390,000 active; also: potency is read from the fitted curve at half-maximal effect; % is scaled to controls: 0 for no effect and ±100 for the full control effect; nearly all actives have a fitted effect of over 75% in size; some results filed as inactive show a strong effect at the top dose
# Target sequence (P49798 whole entry, looked up): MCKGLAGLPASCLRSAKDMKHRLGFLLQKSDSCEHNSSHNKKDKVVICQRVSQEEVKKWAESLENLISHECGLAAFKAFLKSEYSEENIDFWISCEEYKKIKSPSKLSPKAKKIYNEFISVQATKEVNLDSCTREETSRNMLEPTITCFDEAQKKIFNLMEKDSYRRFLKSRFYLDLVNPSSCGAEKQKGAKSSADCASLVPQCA
#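 MLSMR compounds (23 nl, pin-transferred) preincubated 10 min at room temperature with a 500nM (2x) first reagent, then RGS4 at 900nM (2x) plus Transcreener GDP mix added; fluorescence polarization (620/688 nm) read before and after 90 min at 30 °C.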
# D2 antag: antagonists of human D2 dopamine receptor | inhibition, % at 10 µM | HEK293 TREx D2 cells, calcium flux, dopamine EC80 | P14416 | 2% of 340,000 active; in the data active = inhibition above about 30%; also: 0% is about no effect
#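 Calcium mobilization kinetics were recorded at 1 s intervals in tetracycline-induced HEK293 T-REx D2 cells, first for 180 s after compound addition and then 180 s after EC80 dopamine.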
# GRP78 ERSR act: ER stress response induction in glioma. Potency, µM, without a hit: top-dose activation, actives largely listed as activators. 0.02% of 420,000 active. U87-MG GRP78 promoter luciferase reporter, 16 h; also: potency is read from the fitted curve at half-maximal effect; series mostly up to about 76 µM; % of control where 0% means no effect; nearly all actives have a fitted effect of over 35% in size
#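 Stably transfected U87-MG human glioma cells carrying a GRP78-based luminescent sensor were seeded at 1000 cells/well, pin-dosed with compounds and incubated 16 h. Luciferase reagent was then added, and end-point luminescence was read after 10 min at room temperature.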
# * hit, by the source's call; ? = inconclusive; · = no result given; & = joins results of further samples; [ ] = another dose, or the depositor's remark. Unless noted, calls follow the shape of the dose curve; as a rule, active = well fitted curve in the direction sought with a large enough effect; inconclusive = small, poorly fitted or top-dose-only effect, or another doubt; inactive = no such curve, though single readings can be large; an effect the other way counts as inactive or inconclusive.
Structure,ERG Ets-DNA blk,Vif-APOBEC3G blk,LDHA block,ALOX12 inh,Vif-APOBEC3F blk,D2 ag,RGS4 inhibitor,D2 antag,GRP78 ERSR act
COc1ccc(NC(=O)CSc2nc3cc(OC)c(OC)cc3c3nc(-c4ccccc4)nn23)cc1Cl,8%,2%,4,0%,-10%,0.3,-5%,·,-2%
COc1ccccc1CNC(=O)C(C)n1nc(C)n2c(cc3occc32)c1=O (stereo not drawn),2%,2%,-4,-1%,1%,0.5,5%[11.4 µM],-13,-2%
CC(C)Oc1ccc(C(=O)Nc2c3c(nn2C(C)(C)C)CS(=O)(=O)C3)cc1,-1%,-5%,-5,8%,2%,-0.1,-16%,-4,-2%
CC(NC(=O)CSc1n[nH]c(=O)n1C1CC1)C12CC3CC(CC(C3)C1)C2 (stereo not drawn),-5%,-1%,-11,?,4%,0.3,-18%,-6,-6%
CCCCn1c2nc3ccccc3nc2c2c(=O)n(CCC(C)C)cnc21,·,2%,-13,-8%,-4%,-0.6,1%,-9,-1%
O=C(O)CSCC(=O)Nc1ccc(Br)c(C(F)(F)F)c1,-2%,0%,-4,125%[activator],-2%,13,-28%,4,-1%
Cc1cnn(C(=S)NCc2ccc(Cl)cc2)c1,-6%,-9%,-3,0%,-25%,0.2,-9%,4,2%
COc1cccc(/C=C/C(=O)OCC(=O)c2ccc(S(=O)(=O)N3CCCCC3)cc2)c1OC,-1%,0%,-5,-19%,-2%,0.7,1%,2,-1%
CC(NC(=O)C1CCN(C(=O)Nc2ccccc2)CC1)c1ccc(Cl)cc1 (stereo not drawn),-6%,4%,1,178%[activator],6%,0.1,4%,8,-3%
CCN(CC)C(=O)c1cnn(-c2ccccc2)c1NC(=O)c1ccccc1F,2%,-3%,-3,15%,4%,0.4,-11%,-11,-3%
COc1ccc(C2CC(c3cc(OC)ccc3OC)n3nnnc3N2)cc1 (stereo not drawn),2%,-1%,-2,-3%,-5%,0.3,13%,-10,-3%
NC(N)=N/N=C/c1ccc(OCc2ccc(Cl)cc2)cc1,-13%,-8%,-2,?,5%,4.7,11%,-16,1%
O=C(O)COc1ccccc1/C=N/NC(=O)Cc1ccccc1,-15%,3%,-5,?,1%,·,-5%,·,-3%
O=C(c1ccccc1)N1CCN(c2ccc(N3CCOCC3)nn2)CC1,-2%,-1%,-8,4%,-4%,0.2,-1%,-7,-2%
CC(C)N(C(=S)NC1CC2CCC1C2)c1ccccc1 (stereo not drawn),-14%,-3%,1,-3%,-7%,1.4,16%,-5,-3%
C/C=C(/C)C(=O)O[C@H]1CC(C)=CC(=O)[C@@]2(C)CC[C@@](O)(C(C)C)[C@H]12,·,1%,·,15%,·,·,-12%,·,-2%
O=P(OC1CCCCC1)(OC1CCCCC1)C(O)c1c(Cl)cccc1Cl (stereo not drawn),-1%,3%,-4,0%,-3%,0.0,5%,-7,1%
COc1ccc(CCN2C(=O)CC(NC34CC5CC(CC(C5)C3)C4)C2=O)cc1OC (stereo not drawn),16%,3%,0,-17%,?,1.5,-27%,6,-5%
CC(=O)c1ccc(NC(=O)CSc2nc(=O)n(CCN3CCOCC3)c3c2CCC3)cc1,-3%,4%,-9,6%,?,-0.6,-8%,-13,-2%
COc1ccc2[nH]c(=O)c(CN(CCO)C(=O)NCc3ccccc3)cc2c1,-1%,-1%,-4,-27%,-1%,0.2,7%,9,-3%
CCCCCCCCCC(=O)N/N=C(\C)c1cccnc1,-2%,0%,3,46%[activator],-5%,0.4,?,-6,-3%
CCOC(=O)c1cnc(-c2ccccc2)nc1Oc1cccc(Cl)c1,7%,-1%,-7,12%,1%,·,1%,·,-4%
CCNc1ccc(C(=O)OCC)cc1NC(=O)c1cccc(N(C)C)c1,·,?,1,1%,-6%,0.1,11%,11,-1%
Cc1nc2nc(NC(=O)c3ccc(F)cc3)[nH]n2c(=O)c1Cc1ccccc1,-1%,5%,-2,-12%,1%,-0.6,14%,·,-2%
C=CCc1ccccc1OCCSc1nc2ccc([N+](=O)[O-])cc2s1,-4%,-6%,-2,-6%,-2%,0.8,-6%,8,-1%
Cc1nc(/C(N)=N/OC(=O)c2ccccc2Cl)c(C(F)(F)F)o1,-4%,-1%,0,?,-2%,0.7,3%,13,5%
O=C(COC(=O)c1ccc[nH]c1=O)NCCc1ccc(Cl)cc1Cl,11%,0%,-1,?,5%,0.2,-6%,-10,-6%
O=C(COC(=O)c1ccc(Br)o1)Nc1ccc(N2CCOCC2)cc1,-4%,-5%,-1,-5%,-2%,0.1,-15%,6,-3%
Cc1ccc(Cl)cc1N1CCN(C(=O)CCS(=O)(=O)c2cccc3nonc23)CC1,-3%,-1%,-3,-8%,8%,·,8%,·,3%
Cc1ccc(NC(=O)Cn2c(=O)n(Cc3nc(-c4ccccc4)no3)c(=O)c3ccccc32)c(C)c1,-3%,1%,-3,-1%,-9%,1.4,17%,·,-2%
Cc1ccc(S(=O)(=O)N(CCCc2c(C)nc(N)[nH]c2=O)Cc2ccc([N+](=O)[O-])cc2)cc1,·,-7%,-1,16%,-2%,·,·,·,2%
CCCCn1nc(NC(=O)c2cccc(Cl)c2)c2cc3ccccc3nc21,-1%,0%,1,-4%,-6%,·,-4%,·,-4%
COc1ccc(C(=O)n2c(-c3ccco3)nc3ccccc32)cc1,-1%,-21%,-2,-16%[57.4 µM],-19%,-0.4,-46%,-5,-1%
Cc1ccc(Cn2c(CCNC(=O)c3cccc(C)c3)nc3ccccc32)cc1,5%,5%,-2,-19%,-1%,-1.2,-7%,·,-3%
COc1ccc(C(=O)NCc2cccnc2)cc1S(=O)(=O)N1CCOCC1,-19%,0%,-6,-6%,0%,2.4,-5%,-1,3%
Cc1cc2c(c(C)c1Br)C(c1ccc3c(c1)OCO3)CC(=O)O2 (stereo not drawn),2%,-4%,4,-55%,-1%,·,13%,·,-4%&-2%
Cc1cc(NC(=O)CSc2nnc(-c3cccs3)n2N)no1,3%,0%,-3,0%,0%,-0.5,-8%,39*,0%
CCCC(=O)Nc1cccc(NC(=O)c2cccc([N+](=O)[O-])c2C)c1,-1%,-2%,-3,0%,-6%,-1.0,11%,4,-6%
O=C(COc1coc(CN2CCN(c3ccc(F)cc3)CC2)cc1=O)Nc1ccccc1,4%,-1%,2,-15%,7%,0.9,-33%,26,-3%
CC(CN1CCCCC1)c1ccccc1 (stereo not drawn),-12%,3%,-15,-49%,8%,0.1,-19%,-6,-5%
Nc1nc(NCCCN2CCOCC2)nc(Nc2ccccc2F)c1[N+](=O)[O-],6%,-2%,-10,7%,14%,1.6,5%,-6,0%
Cc1ccc(-c2nnn(CC(=O)N(CC(=O)NC3CCCCC3)c3cnc4ccccc4c3)n2)o1,-4%,-3%,-3,-25%,-7%,·,-22%,·,1%
CCC(C)NC(=O)C1CCC(=O)N(c2ccc3c(c2)OCO3)C1c1ccc(OC)cc1 (stereo not drawn),-10%,0%,-2,-5%,0%,0.0,6%,7,-6%
COc1ccc(OC)c(Nc2ncnc3c2cnn3-c2cccc(C)c2)c1,-1%,?,1,12%,3%,0.6,7%,3,-2%
CC(=O)N(Cc1cc2ccccc2[nH]c1=O)c1ccc(C)cc1,-2%,-1%,-3,18%,-4%,0.0,-23%,-7,-2%
COc1ccc2oc(C(=O)OCC(=O)N3CCCC(C)C3)c(C)c2c1 (stereo not drawn),-4%,0%,-1,11%,7%,-0.1,17%,-4,0%
O=C(C1=C(O)C(=O)N(CCOCCO)C1c1cccs1)c1cccs1 (stereo not drawn),-5%,0%,0,-6%,·,·,-1%,·,-3%
O=C(Cn1cnc([N+](=O)[O-])n1)N/N=C/c1cc(Cl)ccc1O,9%,-5%,14,?,10%,0.3,-21%,10,-4%
CCc1c(C)[nH]n(-c2nc(-c3ccccc3)cs2)c1=O,-18%,-4%,-2,26%,?,-0.7,4%,-1,1%
OCCCN=c1cc(-c2ccccc2)oc2ccc(Cl)cc12,4%,3%,1,?,-2%,0.4,-23%,-4,?
Cn1c(=O)c2c(n3ncnc13)NC(=O)CC2c1cccc(F)c1 (stereo not drawn),-6%,-5%,-2,?,1%,0.1,-11%,·,-2%
O=C(Cn1ncc2ccc(Cl)cc21)NCc1ccc(F)cc1,-2%,-1%,-1,-14%,4%,·,-3%,·,-1%
Fc1ccc(Cl)cc1/C=N/n1cnnc1SCc1ccccc1,-4%,-3%,-17,-36%,-1%,·,20%,·,-1%
CCOc1ccccc1NC(=O)c1sc2nc(C)cc(C)c2c1N,5%,0%,4,-14%,-13%,·,8%,·,-2%
O=C(NCc1ccc2c(c1)OCO2)c1ccc(S(=O)(=O)C(F)F)cc1,-18%,-6%,1,-4%,-2%,0.3,-14%,1,3%
O=C(NCCCC(=O)N1CCOCC1)c1cccnc1,-4%,1%,-3,173%[activator],-1%,0.1,-12%,2,1%

# Compound activity from PubChem.

# Some of the compounds tested; the hit share may differ from the screen's.
